# Compound activity from PubChem.
# TCR-CD3 inh = blocks the human TCR-CD3 interaction | AID 651800 | inhibition, % at 9.4 µM | TAMRA-labeled TCR probe fluorescence, biochemical | actives 0.37% (n = 360,000); in the data active = inhibition above about 19%;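 also: recombinant mutant TCR 2C K166C tagged with TAMRA read by polarization; 0% = receptor in buffer alone and 100% = receptor with positive control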
# SIAE primary = blocks human sialic acid acetylesterase; Q9HAT2; SIAE FP-Rh probe binding, fluorescence polarization; inhibition, % at 9.66 µM; actives 0.69% (n = 370,000); AID 1053197;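 active = inhibition above a cutoff: mean of compounds within the control limits plus 3 SD of those, cut at about 17% in these data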;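 also: 0% = plate median of compound wells and 100% = probe without SIAE protein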
# HTRA1 inh = inhibitors of human serine peptidase HTRA1; Q92743; recombinant HTRA1, FP-rhodamine activity-based probe, fluorescence polarization; inhibition, % at 5.96 µM; actives 0.5% (n = 340,000); AID 504803; in the data active = inhibition above about 36%;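 also: 0% = enzyme with DMSO and 100% = wells lacking enzyme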
# NPR1 activator = GC-A (human) enzyme activation. P16066. HEK293 GC-A cells, cGMP TR-FRET, EC30 ANP; 0% at EC30 ANP, 100% saturating ANP. activation, % at 10 µM. actives 0.14% (n = 370,000). AID 1671463; in the data active = activation above about 40%
# UHRF1 MBD2 ctr = human UHRF1 methylated DNA binding inhibitors; Q96T88; UHRF1 binding to methylated oligo, TR-FRET; inhibition, % at 4.4 µM; actives 0.75% (n = 370,000); AID 687016; in the data active = inhibition above about 21%;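 also: UHRF1 SRA domain binding a hemimethylated CpG hairpin DNA probe; 0% = median of test compound wells and 100% = reference inhibitor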
# PRMT1 FP inh = blocks human protein arginine methyltransferase 1; Q99873; recombinant PRMT1, activity-based probe fluorescence polarization; inhibition, % at 2.79 µM; actives 1.3% (n = 370,000); AID 652257;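 active = inhibition above about 21% made by adding two undisclosed values, limit read from the data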
# Target sequence (Q99873 whole entry, looked up): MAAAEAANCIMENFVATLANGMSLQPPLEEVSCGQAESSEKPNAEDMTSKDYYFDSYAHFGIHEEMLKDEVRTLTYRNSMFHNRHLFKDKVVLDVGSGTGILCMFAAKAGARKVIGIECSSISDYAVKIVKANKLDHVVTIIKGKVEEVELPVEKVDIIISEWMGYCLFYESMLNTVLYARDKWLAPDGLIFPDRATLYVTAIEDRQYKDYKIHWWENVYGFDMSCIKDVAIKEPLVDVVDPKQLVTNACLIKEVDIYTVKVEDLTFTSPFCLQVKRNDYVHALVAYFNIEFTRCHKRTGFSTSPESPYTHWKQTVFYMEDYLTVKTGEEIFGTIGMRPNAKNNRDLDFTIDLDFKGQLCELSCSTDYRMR
# GC-B act = GC-B (human) receptor activation. P20594. HEK293-GC-B cells, CNP EC30, cGMP TR-FRET; 0% at EC30 CNP, 100% saturating CNP. activation, % at 10 µM. actives 0.11% (n = 370,000). AID 1920062;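 active = activation at 10 µM reaching about 35% in either raw or pattern-adjusted values, limit read from the data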
# MBD2 inh = blocks human MBD2 binding to methylated DNA; Q9UBB5; TR-FRET, MBD2 binding to methylated oligonucleotide; inhibition, % at 4.4 µM; actives 0.31% (n = 370,000); in the data active = inhibition above about 13%
# Target sequence (Q9UBB5 whole entry, looked up): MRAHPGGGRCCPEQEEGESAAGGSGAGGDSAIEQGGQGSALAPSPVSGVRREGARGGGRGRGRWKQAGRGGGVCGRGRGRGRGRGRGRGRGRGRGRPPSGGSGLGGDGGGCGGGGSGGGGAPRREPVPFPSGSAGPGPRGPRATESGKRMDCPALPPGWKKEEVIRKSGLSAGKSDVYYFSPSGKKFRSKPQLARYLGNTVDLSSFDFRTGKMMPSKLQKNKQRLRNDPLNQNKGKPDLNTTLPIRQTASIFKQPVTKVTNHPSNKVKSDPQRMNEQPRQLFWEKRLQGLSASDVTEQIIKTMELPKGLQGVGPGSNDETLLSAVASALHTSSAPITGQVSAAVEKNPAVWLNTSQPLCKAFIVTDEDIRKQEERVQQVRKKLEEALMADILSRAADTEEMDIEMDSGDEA
# ABHD4 inh = inhibits mouse alpha/beta hydrolase domain 4 | Q8VD66 | purified mABHD4, FP-Rh probe fluorescence polarization | inhibition, % at 8.92 µM | actives 0.54% (n = 370,000);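 active = inhibition exceeding the mean over every tested compound plus 3 SD, cut at about 30% in these data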;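 also: 0% = plate median of compound wells and 100% = S159A mutant with DMSO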
#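 Assay system: mouse ABHD4 enzyme, wild type / Also added: fluorescent activity-based probe FP-Rh / Doses: single nominal dose of 8.92 µM, 0.89% DMSO final / Timing: 45 min compound pre-incubation plus 60 min probe step, 25 °C / Signal: FP readout, ex 525 nm / em 598 nm / Control set: S159A mutant/DMSO as 100%, compound-well median as 0%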
# rCAG RNA binder = binds r(CAG) RNA repeats. r(CAG) RNA repeat, TO-PRO-1 dye displacement fluorescence. inhibition, % at 3 µM. actives 1.3% (n = 370,000);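 active = inhibition above the plate cutoff, the mean of all test compounds on that plate plus 3 SD, cut at about 35% in these data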;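 also: 0% = DMSO alone and 100% = 100 µM mitoxantrone as full dye displacement; higher means more dye released from RNA so lower well fluorescence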
# Numbers without * were called inactive; · = no result given.
# Results follow in this order: TCR-CD3 inh	SIAE primary	HTRA1 inh	NPR1 activator	UHRF1 MBD2 ctr	PRMT1 FP inh	GC-B act	MBD2 inh	ABHD4 inh	rCAG RNA binder
1: Cc1ccc2c(c1)N(CC(=O)NC1CCC(C)CC1)C(=O)c1cccnc1O2 (stereo not given)
→ -0.6	10.6	4.7	-4.8	2.3	-5.2	-3.4	-1.4	0.7	-6.6
2: O=C(C(=O)N1CCOCC1)c1cn(CCOc2ccccc2)c2ccccc12
→ 3.2	6.4	2.7	-2.6	-0.2	1.1	0.7	3.5	-8.0	-7.4
3: CC1(C)C/C(=N/Nc2ccc([N+](=O)[O-])cc2[N+](=O)[O-])C(C)(C)O1
→ -3.4	3.5	9.9	0.5	-0.3	-0.8	-3.6	1.1	-0.7	2.7
4: COc1cc(/C=C/C(=O)OCC(=O)c2c(N)n(C)c(=O)n(C)c2=O)ccc1O
→ 1.6	9.3	3.4	-2.7	-2.3	0.1	-4.9	-0.9	2.2	3.0
5: C[C@H]1CN([C@@H](C)CO)S(=O)(=O)c2ccc(Br)cc2O[C@H]1CN(C)C(=O)c1ccccc1F
→ -3.0	3.1	·	-7.3	1.3	1.1	-0.6	4.9	6.1	3.0
6: CCCNC(=O)C1(C)CCN(Cc2cc(C)n(C)n2)C1 (stereo not given)
→ -9.1	4.3	·	1.3	2.6	2.6	3.0	4.0	1.3	3.5
7: Cc1cc2oc(=O)cc(CN3CCCCC3C)c2cc1Cl (stereo not given)
→ 3.0	-1.4	-14.4	-4.2	1.0	-3.0	3.2	1.7	2.6	9.2
8: O=C(CN1CCOCC1)Nc1nc2cc([N+](=O)[O-])ccc2s1
→ 10.9	0.1	4.6	5.7	-3.8	0.0	5.7	-7.8	-0.3	2.7
9: CCCCc1nc2c(=O)[nH]c3ccccc3c2o1
→ 4.9	7.3	2.5	-1.7	-3.7	-2.0	-0.9	3.5	-2.6	1.4
10: CC(=O)c1ccc(OC(C)c2nc3ccccc3s2)cc1 (stereo not given)
→ -7.3	11.6	-14.7	-9.4	-3.1	0.6	0.7	-2.8	-5.4	-1.9
11: COC(=O)c1ccc(CNC(=O)CCC(=O)N2CCOCC2)cc1
→ -0.4	0.3	-0.2	2.9	-0.1	-8.6	-0.7	-4.2	-2.3	0.4
12: CCc1ccc(N(C(=O)c2csnn2)C(C(=O)NC(C)(C)C)c2ccncc2)cc1 (stereo not given)
→ -0.9	7.6	1.5	-4.7	-0.8	-1.2	-10.4	-5.7	1.4	-5.1
13: CC1(C)CC(=O)C=C(Nc2cccc(O)c2)C1
→ -2.9	1.9	3.7	5.4	3.4	5.5	-4.3	-1.0	-1.4	2.2
14: CCN1C[C@@H]2[C@@H]3C(=O)N(Cc4ccccc4)C(=O)[C@@H]3[C@](C)(C1=O)N2C(=O)c1ccc(C(F)(F)F)cc1
→ 5.8	-5.7	-0.9	2.0	-1.4	0.0	2.7	6.0	4.7	-9.3
15: O=C(CSc1nc2ccccc2[nH]1)NCCCn1ccnc1
→ 0.6	-3.8	-6.6	-2.8	0.1	-0.4	2.2	-1.9	-2.7	2.5
16: CCN(Cc1ccccc1)C(c1cc2ccc(C)cc2[nH]c1=O)c1nnnn1CCOC (stereo not given)
→ -0.3	7.0	-0.7	-1.3	-2.3	9.1	1.3	3.3	2.3	-1.6
17: COc1cccc(NC(=O)C2(C)CCN2Cc2ccc(OC)c3ccccc23)c1 (stereo not given)
→ -5.4	-2.7	·	0.1	1.3	3.5	-6.1	1.9	-20.5	3.5
18: O=C(O)/C=C/c1cccc(OCc2ccccc2)c1
→ -14.8	-0.9	-6.8	-0.4	1.0	0.5	-0.1	7.1	-6.2	2.8
19: O=C(NCC(=O)N1CCN(S(=O)(=O)c2ccccc2F)CC1)c1ccc(Br)o1
→ 4.0	-4.3	4.1	-0.1	-1.5	2.5	1.2	-5.8	4.8	-0.9
20: CCCc1cc2c(=O)c(-c3ccccn3)coc2cc1OC
→ -0.6	-3.5	-5.3	1.2	-2.0	-3.0	-0.7	2.2	0.6	-2.6
21: O=c1[nH]c2ccccc2cc1-c1noc(-c2cccnc2)n1
→ -0.7	-4.2	-1.9	-1.6	-4.3	-1.4	-1.9	4.4	-2.3	1.9
22: O=S1(=O)c2ccc(Br)cc2OC[C@@H](c2ccccc2)N1Cc1cn(CCC2OCCCO2)nn1
→ ·	-2.4	·	0.0	0.0	5.4	0.0	6.5	7.9	5.6
23: O=C(CSc1nc(-c2cccs2)cc(C(F)(F)F)n1)Nc1cc(OCC(F)(F)C(F)F)cc([N+](=O)[O-])c1
→ -2.0	-8.7	-3.8	-1.7	-3.8	-2.2	1.1	-6.2	3.4	2.0
24: Cc1ccc(-c2c(C)n([O-])c3c([n+]2=O)CCCCC3)cc1
→ 1.1	4.0	1.6	6.2	1.6	-3.1	-6.7	1.1	-0.6	-0.2
25: C=CCN(C(=O)Cn1c(C(=O)OC)cc2oc(C)cc21)c1ccccc1
→ 1.9	-1.6	2.6	-19.7	-2.0	8.3	-12.0	-2.0	1.7	-2.4
26: CN(C)C(CNC(=O)c1ccc(C(=O)c2ccccc2)cc1)c1ccccc1 (stereo not given)
→ 10.3	-0.7	1.5	7.9	3.0	-2.3	3.7	1.0	-1.5	-7.8
27: Cc1nc(NCc2ccco2)[nH]c(=O)c1CCC(C)C
→ 0.4	-5.8	7.3	3.5	-0.6	1.5	9.3	-0.2	-5.4	-2.7
28: COc1cc(/C=N/N2CCN(Cc3ccccc3)CC2)cc(OC)c1OC
→ -2.3	7.9	0.9	1.1	0.3	-1.2	-2.9	1.2	-0.9	0.3
29: COc1ccc(S[C@]2(C(=O)N3CCOCC3)CC(=O)N[C@@H]2c2ccc(OC)cc2)cc1
→ ·	-1.4	·	-2.6	-1.2	1.5	-3.1	5.8	5.2	5.1
30: CC(=O)Nc1ccc(NC(=O)CC(C)n2ccnc2)cc1 (stereo not given)
→ 1.1	4.3	0.2	2.2	-2.0	-2.7	4.0	0.4	-2.6	-1.5
31: Cc1ccccc1-c1nc(CS(=O)CC(=O)NC2CCCCC2)c(C)o1 (stereo not given)
→ 3.0	4.6	-1.7	1.2	1.0	4.6	0.2	-2.2	8.3	-2.9
32: COC(=O)C1=C(C)N(Cc2ccc(C(F)(F)F)cc2)C(=NCc2ccc3c(c2)OCO3)NC1c1ccccc1C(F)(F)F (stereo not given)
→ 1.8	-4.5	·	2.6	1.8	-2.5	2.6	1.2	-2.0	4.9
33: Cc1noc(C)c1S(=O)(=O)N(C)C[C@H]1Oc2c(NC(=O)NC(C)C)cccc2C(=O)N([C@H](C)CO)C[C@@H]1C
→ 1.4	6.6	-0.3	2.8	2.6	-0.1	3.1	-7.4	4.0	-7.9
34: COc1ccc(-n2c(SCC(=O)Nc3ccc4c(c3)OCCO4)nnc2-c2ccccc2)cc1
→ ·	0.8	·	-5.0	-2.0	14.3	-13.0	0.9	0.6	9.1
35: C=CCn1c(SCc2nc(N)nc(N(C)C)n2)nnc1-c1cccnc1
→ 9.1	8.2	1.4	-0.2	-2.3	-2.0	2.6	-1.0	0.3	3.4
36: CCC(=O)N1CCN=C1SCc1ccccc1
→ 5.5	-0.6	3.9	1.2	-1.3	2.1	0.5	3.6	1.9	0.6
37: Cc1ccc(NC(=O)c2ccc(S(=O)(=O)NCc3cccnc3)cc2)cc1C
→ 9.0	-2.3	-8.1	1.1	-1.9	-3.9	-5.5	-2.8	4.9	5.2
38: Cc1ccc2nc(C)c3c(c2c1)N(c1ccc(F)cc1)CC3
→ -2.7	-4.5	·	-8.3	2.1	1.8	-13.6	-3.8	6.4	11.0
39: CCCCn1c(=O)nc2n(-c3ccc(OC)cc3)c3ccccc3cc-2c1=O
→ 7.1	-7.6	0.5	5.1	-2.6	-2.3	4.4	-0.6	0.2	3.3
40: COc1ccc(Cl)cc1S(=O)(=O)N1CCC(C(=O)NCCC2=CCCCC2)CC1
→ 5.5	-5.6	0.5	-2.3	-1.1	0.3	-2.0	-0.2	-10.0	-5.4
41: CC(=O)Nc1ccc(C2=NNC(=NCC3CCCO3)SC2)cc1 (stereo not given)
→ -4.3	-0.1	4.0	0.6	2.8	40.9*	-3.0	2.4	-3.1	17.1
42: Cc1cccc(NC(=O)CCNS(=O)(=O)c2ccc3[nH]c(=O)oc3c2)c1
→ 8.5	-3.9	-0.8	7.4	0.0	0.8	-0.6	-4.0	4.2	3.6
43: CC(C)OC(=O)c1ccc(N2CCN(c3ccc(F)cc3)CC2)nc1
→ -2.9	6.6	-0.8	3.3	0.8	-3.5	10.7	-0.6	-5.8	-5.4
44: Cn1c(Cl)cnc1C1CC(=O)c2cc(Cl)ccc2O1 (stereo not given)
→ 3.3	-4.6	-6.0	-21.8	1.9	3.8	-19.4	-1.9	6.9	2.5
45: COc1ccc(N(CC(=O)NC2CCCC2)C(=O)c2csnn2)cc1
→ 1.9	3.5	1.0	-1.2	-0.3	-2.2	5.9	-1.1	-0.9	0.6
46: CCOC(=O)C1=C(CN2CCSCC2)NC(=O)NC1c1cccc([N+](=O)[O-])c1 (stereo not given)
→ -3.8	-0.1	-0.1	-4.0	-0.5	1.1	0.3	0.6	0.6	-4.4
47: CCOc1ccc(OCc2cccc(C(=O)N(CC)CC)c2)cc1
→ -1.8	6.5	-10.2	-4.3	0.0	0.6	3.5	-0.1	0.6	-5.9
48: COCCNC(=O)/C(C#N)=C/c1ccc(OCC(=O)NC2CCCCC2)cc1
→ -2.7	-1.4	3.1	0.7	-0.8	4.0	-3.2	3.1	6.1	-8.0
49: O=S1(=O)CCN2C(c3ccc4c(c3)CCCC4)=CSC2=N1
→ -2.4	-7.6	3.7	-3.4	5.7	-0.1	-0.3	-1.9	-8.9	-1.1
50: Cc1ccn(-c2cccc(-n3ccc(C)n3)n2)n1
→ 5.3	0.8	4.3	5.9	0.3	-1.6	0.2	-6.0	3.6	0.1
51: O=C(Oc1ccc(Cl)cc1)N1CCCCC1
→ 6.0	0.2	4.1	1.0	1.5	-3.3	1.9	0.7	7.1	-3.0
52: Cc1ccc(C(=O)CC(=O)c2ccccc2)cc1
→ -0.5	-5.3	9.2	-3.2	-0.8	0.1	-6.5	-1.8	-2.9	5.3
53: COc1ccccc1C(=O)NCC(C)(C)CN=C1NS(=O)(=O)c2ccccc21
→ 4.8	-3.2	0.1	1.0	0.9	-0.3	1.2	0.3	1.7	-0.7
54: COc1ccc(CCn2c(C)c(C(C)=O)c3cc(OC(=O)c4ccco4)ccc32)cc1OC
→ -5.5	-2.8	5.2	4.9	1.1	0.2	-3.3	0.2	-1.2	-2.0
55: COc1ccc(CN2CCN(C3CCSCC3)CC2CCO)c(C)c1C (stereo not given)
→ 5.2	1.6	2.5	3.9	1.6	-0.8	-4.8	0.2	-0.8	-8.1
56: CN(Cc1ccc(OCC(O)CN2CCCCC2)cc1)Cc1ccnc2ccccc12 (stereo not given)
→ -0.8	0.2	-0.9	4.1	2.0	4.2	-2.1	2.8	-0.1	-7.4
57: Cc1cc(C(F)(F)F)nc(-n2cc(-c3ccccc3)nn2)n1
→ 3.0	2.9	0.2	-2.0	-0.2	-5.5	-9.5	-3.6	-5.7	-1.2

# This is a subset; rates above refer to the full screens.
